High-throughput results: PubChem BioAssay, The Scripps Research Institute Molecular Screening Center
CCHF vOTU inh: CCHFV vOTU protease inhibition | Pep-AMC fluorescence | inhibition, % at 11.5 µM | actives 0.55% (n = 370,000) | AID 651958; in the data active = inhibition above about 30%; note: 0% = vehicle wells with enzyme and 100% = no enzyme wells
* marks the source's active call; other numbers are inactive results.

SMILES	CCHF vOTU inh
COc1ccc2c3c([nH]c2c1)[C@H](C=C(C)C)N1C(=O)[C@@H]2CCCN2C(=O)[C@@H]1C3	-3
COc1ccc(CCC(=O)N2c3ccccc3N=C(c3ccc4c(c3)OCO4)C2C(=O)NCc2ccccc2)cc1 (configuration not stated)	13
Cc1ccc(C2c3c(n[nH]c3C(C)C)C(=O)N2c2ccccc2)cc1 (configuration not stated)	14
Cc1cccc(NC(=O)Cn2nnc(-c3ccccc3F)n2)c1C	12
O=C(CSc1ncnc2scc(-c3ccc(Cl)cc3)c12)Nc1ccccc1-c1ccccc1	2
c1ccc(CSc2ncccc2-c2nc3ccccc3[nH]2)cc1	8
O=C(NCc1ccccc1)C(c1ccc(-c2ccccc2)cc1)N1CCN(CCN2CCOCC2)CC1 (configuration not stated)	-4
COC(=O)C[C@H]1CC[C@@H]2[C@@H](COc3ccc(NC(=O)Nc4ccccc4OC)cc3C(=O)N2C)O1	2
NC(=O)c1c(N)[nH]c(C(=O)c2ccccc2)c1-c1ccc(Cl)cc1Cl	2
CCOC(=O)N(C)[C@H]1C[C@H]2c3[nH]c4c(-c5cccc(C)c5)cccc4c3CCN2C[C@H]1[C@H](C)O	3
CC(C)(C)N1Cc2nnn(CC3CCCCC3)c2-c2ccccc2S1(=O)=O	1
O=C(Cc1ccc(NC(=O)C2CCN(C(=O)C3CCCC3)CC2)cc1)Nc1cccc(C(=O)N2CCCC2)c1	2
Cn1c(Cc2cccs2)nnc1SCC(=O)Nc1ccc(OCc2ccccc2)cc1	0
O=C(CSc1nc2ccccc2nc1N1CCCC1)N1CCN(c2cccc(C(F)(F)F)c2)CC1	14
CCOC(=O)N1CCN(C(=O)C[C@H]2C[C@@]3(C(=O)OCC)CCCC4=C3N(CCC4)C2=O)CC1	-8
Cc1cc2c(c(=O)o1)[C@@]1(C(=O)N(C)c3ccccc31)C1=C(CCC1=O)O2	-6
CC(C)=CCCC1=CC[C@H]2[C@@H](C1)C(C(C)C)=CC(=O)[C@@]2(C)O	17
COC(=O)C1=CN(c2ccc(OC)cc2)C(N)=C(C#N)C1c1ccc(OC)cc1 (configuration not stated)	9
COc1cc2c(c3c1c(=O)c1ccccc1n3C)C=CC(C)(C)O2	0
CCCCNC(=O)C1C(c2ccccc2)=Nc2ccccc2N1C(=O)c1ccc(C(F)(F)F)cc1 (configuration not stated)	7
COc1ccc2c(c1)[C@@]1(NCCc3c1[nH]c1ccc(OC)cc31)C(=O)N2	5
O=C(NC1CN2CCC1CC2)c1cc(-c2ccc(Cl)cc2)nc2ccccc12 (configuration not stated)	-10
CC(C)(C)OC(=O)N1c2ccccc2[C@]2(N3CCCC3)C[C@H](C(=O)O)N(C(=O)OC(C)(C)C)[C@H]12	5
O=C(CCCCCN1C(=O)C2C3C=CC(C3)C2C1=O)Nc1ccccc1 (configuration not stated)	-4
OC(c1ccccc1)(c1ccccc1)C1CCN(CCCNc2ccc(C(F)(F)F)cc2)CC1	14
CC(=O)C1(C(=O)N2CCOCC2)CC(c2ccccc2C(F)(F)F)=NO1 (configuration not stated)	-3
Cc1ccc(-c2nc3ncccn3c2NC(=O)c2cccc(C)c2)cc1	-19
CC(C)(C)NC(=O)C(c1ccc(C(F)(F)F)cc1)n1c(=O)c(-c2ccccc2)nc2ccccc21 (configuration not stated)	9
COc1ccc(CNC(=O)OC2CC3CC2[C@H]2CCCCN2C3)cc1 (some centres not stated)	-4
COc1ccc(CN2C/C(=C/c3ccccc3)N3C(=O)C[C@@H](c4ccccc4)N=C23)c(OC)c1	4
COC1=C[C@H](C(=O)NC2CCN(Cc3ccccc3)CC2)[C@H](C)[C@@H](c2ccccc2)CC1=O	0
O=C(NC1CCCC1)c1ccc(COc2ccccc2)o1	5
O=C(NCc1ccccc1)C(c1cc2ccccc2o1)n1c(=O)c(-c2cc3ccccc3[nH]2)nc2ccccc21 (configuration not stated)	-2
Cc1ccc(-c2nnc(SCC(=O)Nc3ccc(Oc4ccccc4)cc3)n2Cc2ccco2)cc1	6
CC(C)CCN(C)C1CCN(C(=O)Nc2ccc3c(c2)OCO3)CC1	-1
Cc1cccnc1N=O	6
COC(=O)[C@]12C[C@H](CC(=O)NCc3cccc4ccccc34)C(=O)N(Cc3ccc(Cl)cc3Cl)C1=C[C@H](COCc1ccccc1)O[C@@H]2C	-1
COC1=CC(=O)OC(c2cccc(C(F)(F)F)c2)C1 (configuration not stated)	1
CC1CCCC(C)N1C(=O)c1ccccc1 (configuration not stated)	13
Cc1ccc(S(=O)(=O)N2[C@H](CC(=O)c3ccc(Cl)c(Cl)c3)OC[C@@H]2C)cc1	4

Sorted by count of non-hydrogen atoms (highest first): some entries from above.
SMILES	CCHF vOTU inh
Cc1ccc(S(=O)(=O)N2[C@H](CC(=O)c3ccc(Cl)c(Cl)c3)OC[C@@H]2C)cc1	4
O=C(NC1CCCC1)c1ccc(COc2ccccc2)o1	5
CC1CCCC(C)N1C(=O)c1ccccc1 (configuration not stated)	13

Next section:
SMILES	CCHF vOTU inh
O=c1[nH]c2cc(Cl)ccc2n1C1CCN(Cc2ccc(-c3nc4ccccc4nc3-c3ccccc3)cc2)CC1	4
O=C(c1ccccc1I)N1CCC(Oc2cccnc2)CC1	-3
CC(=O)CC[C@@H]1CC[C@]2(CCCN(C(=O)c3ccccc3)C2)O1	-6
Cc1c[nH]c2cccc(-c3cccc4ccccc34)c12	-1
O=C(NCc1cccs1)C1CCCN(S(=O)(=O)c2ccc([N+](=O)[O-])cc2)C1 (configuration not stated)	3
CCOC(=O)CNC(=O)CSc1nc2ccccc2c(=O)n1-c1ccc(Cl)cc1	-8
CCOC(=O)N1CCN(C(=O)C[C@H]2C[C@@]3(C(=O)OC)C(=C[C@H](COCc4ccccc4)O[C@@H]3C)N(Cc3ccc4c(c3)OCO4)C2=O)CC1	4
COc1ccc(-c2nnc(SCC(=O)N/N=C\C=C/c3ccco3)n2-c2ccc(C)cc2)cc1	18
CSCCC(C(=O)Nc1c(C)cccc1C)n1c(-c2cnc(C)cn2)nc2ccccc21 (configuration not stated)	16
O=C(NCCc1ccccc1)OCc1cn(-c2ccccc2Cl)nn1	-4
Nn1c(SCC(=O)Nc2ccc(Br)cn2)nnc1-c1n[nH]c2c1CCC2	5
CCOC(=O)CC[C@H]1CC[C@]2(CCCN(C(=O)c3ccccc3)C2)O1	1
Nn1c(SCC(=O)N2CCOCC2)nnc1-c1cc(-c2ccc(Cl)cc2)n[nH]1	1
CCOc1cccc(-c2nn3c(-c4cccc(C)c4)nnc3s2)c1	13
CCn1c(SCC(=O)Nc2cccc3ccccc23)nnc1-c1cccs1	3
COC(=O)C1=C(C)N(Cc2ccc(C(F)(F)F)cc2)C(=NCc2ccccc2C(F)(F)F)NC1c1ccc(C(F)(F)F)cc1 (configuration not stated)	15
CCCCCCCCN1C(=O)[C@@H](CC(=O)N2CCC(c3ccccc3)CC2)C[C@@]2(C(=O)OC)C1=C[C@H](COCc1ccccc1)O[C@@H]2C	18
COc1ccc(Cn2cc(CN3[C@H](Cc4ccccc4)COc4cc(Br)ccc4S3(=O)=O)nn2)cc1	3
COc1ccc(S[C@]2(C(=O)N3CCN(C(C)=O)CC3)CC(=O)N(C(=O)/C=C/c3ccccc3)[C@@H]2c2ccc(OC)cc2)cc1	9
COC(=O)[C@]12C[C@H](CC(=O)NCc3ccc(C)o3)C(=O)N(Cc3ccco3)C1=C[C@H](C(C)(C)C)O[C@@H]2C	27
COc1ccc(-c2cccc3[nH]c4c(c23)CCN2C(=O)[C@H]3[C@H](C)ON(C)[C@H]3C[C@@H]42)cc1	-46
COc1ccc(C(C)c2cc3c(cc2OCC(=O)O)OCO3)cc1 (configuration not stated)	2
CC(C)(C)S(=O)(=O)N1C[C@H]2CC(=O)C=C2[C@@H]1CCO	-9
CCOC(=O)CNC(=O)N(C)[C@H]1C[C@H]2c3[nH]c4c(-c5ccc6c(c5)OCO6)cccc4c3CCN2C(=O)[C@H]1[C@H](C)O	2
O=C(Nc1ccc(F)cc1)C(c1ccnc2ccccc12)N1CCN(CC(=O)N2CCCC2)CC1 (configuration not stated)	8
CC(C)c1[nH]nc2c1C(c1cccc(C(F)(F)F)c1)N(Cc1ccccc1)C2=O (configuration not stated)	28
CCCCCN1CCCCC(NC(=O)c2ccc(F)c(F)c2)C1=O (configuration not stated)	8
COc1cccc(CNC(=S)OC2CCC23CCC(c2ccccc2)CC3)c1 (configuration not stated)	9
O=C(CN1C(=O)[C@@H](Cc2ccc(O)cc2)N=C(c2ccccc2)c2ccccc21)NC1CCCCC1	0
CC(C)(C)OC(=O)NCc1cc(F)ccc1/C=C/S(=O)(=O)NCc1ccccc1	11
CCCC[C@@H](CCCc1ccc(F)cc1)CCC(=O)N(c1ccccc1)c1ccccc1	14
O=C(CC1CCCC1)N1CC[C@H]2[C@H](CCCN2Cc2ccccc2)C1	5
COC(=O)C1=C(C)N(Cc2ccccc2C(F)(F)F)C(=NCc2cccc(C(F)(F)F)c2)NC1c1ccc(C(F)(F)F)cc1 (configuration not stated)	24
Cc1ccc(CN2CCCCC(NC(=O)c3cccc([N+](=O)[O-])c3)C2=O)cc1 (configuration not stated)	-4
O=C(CCc1ccccc1-c1ccccc1CCNC(=O)c1ccc(F)c(F)c1)NCc1ccccc1	5
O=S(=O)(N1CCCCC1)n1nnc2cc3ccccc3cc21	7
CC(C)(C)c1ccc(S(=O)(=O)NCC(=O)N2CCN(c3ncccn3)CC2)cc1	-7
CCCCCCCCN1C(=O)[C@@H](CC(=O)NCc2cccc3ccccc23)C[C@@]2(C(=O)OC)C1=C[C@H](C(C)(C)C)O[C@@H]2C	10
COCCSc1nnc(-c2cccnc2)n1Cc1ccccc1	-2
O=C(Nc1ccc(F)cc1)OCc1cn(Cc2ccc(C(F)(F)F)cc2)nn1	4
C=CCN(C)CC#Cc1ccccc1	8
COC(=O)C1=C(C)N(Cc2cccc(C(F)(F)F)c2)C(=NCc2ccc(OC)cc2)NC1c1ccc(Cl)cc1 (configuration not stated)	26
C[C@@H]1C[C@H]2[C@@H](C)C(=O)N3[C@H](c4ccccc4)[C@H](C)C[C@H]3[C@@H](C)C(=O)N2[C@@H]1c1ccccc1	6
O=C(CN1C(=O)C2CCCCN2C(=O)c2ccccc21)N1CCCC1 (configuration not stated)	5
COc1ccc(C2C(C(=O)Nc3cc(OC)ccc3OC)CCC(=O)N2c2ccc(OC)cc2)cc1 (configuration not stated)	-5
C[C@H]1Cn2cnc(C(=O)N(C)Cc3ccccc3)c2C(=O)N1	0
Cc1ccc(-c2c(N)nc3ncccn23)cc1	6
COCCCNC(=O)C[C@H]1C[C@@]2(C(=O)OC)C(=C[C@H](C(C)(C)C)O[C@@H]2C)N(CCC2=CCCCC2)C1=O	2
Nc1[nH]c(C(=O)c2ccc(Br)cc2)c(-c2ccccc2)c1C(=O)NCCc1c[nH]c2ccccc12	-4
CCCCCCc1cc2cc(-c3nnc(-c4cccc(OC)c4)o3)c(=O)oc2cc1O	-12
Cc1ccccc1C(=O)NC1CCCCN(C)C1=O (configuration not stated)	-6
C=CCNC(=O)Nc1ccc2c(c1)[C@]1(CC(=O)N(CC(C)C)C1c1ccccc1)C(=O)N2C (some centres not stated)	1
COc1ccc(CN(C)CC#Cc2ccccc2)c(OC)c1	2

18 structures out of the list, ordered by heavy-atom count, low to high.
SMILES	CCHF vOTU inh
C=CCN(C)CC#Cc1ccccc1	8
Cc1ccc(-c2c(N)nc3ncccn23)cc1	6
Cc1ccccc1C(=O)NC1CCCCN(C)C1=O (configuration not stated)	-6
O=S(=O)(N1CCCCC1)n1nnc2cc3ccccc3cc21	7
COCCSc1nnc(-c2cccnc2)n1Cc1ccccc1	-2
CCCCCN1CCCCC(NC(=O)c2ccc(F)c(F)c2)C1=O (configuration not stated)	8
O=C(CN1C(=O)C2CCCCN2C(=O)c2ccccc21)N1CCCC1 (configuration not stated)	5
COc1cccc(CNC(=S)OC2CCC23CCC(c2ccccc2)CC3)c1 (configuration not stated)	9
CC(C)(C)c1ccc(S(=O)(=O)NCC(=O)N2CCN(c3ncccn3)CC2)cc1	-7
CCCCCCc1cc2cc(-c3nnc(-c4cccc(OC)c4)o3)c(=O)oc2cc1O	-12
C[C@@H]1C[C@H]2[C@@H](C)C(=O)N3[C@H](c4ccccc4)[C@H](C)C[C@H]3[C@@H](C)C(=O)N2[C@@H]1c1ccccc1	6
C=CCNC(=O)Nc1ccc2c(c1)[C@]1(CC(=O)N(CC(C)C)C1c1ccccc1)C(=O)N2C (some centres not stated)	1
Nc1[nH]c(C(=O)c2ccc(Br)cc2)c(-c2ccccc2)c1C(=O)NCCc1c[nH]c2ccccc12	-4
O=C(CN1C(=O)[C@@H](Cc2ccc(O)cc2)N=C(c2ccccc2)c2ccccc21)NC1CCCCC1	0
COCCCNC(=O)C[C@H]1C[C@@]2(C(=O)OC)C(=C[C@H](C(C)(C)C)O[C@@H]2C)N(CCC2=CCCCC2)C1=O	2
COC(=O)C1=C(C)N(Cc2cccc(C(F)(F)F)c2)C(=NCc2ccc(OC)cc2)NC1c1ccc(Cl)cc1 (configuration not stated)	26
CCCCCCCCN1C(=O)[C@@H](CC(=O)NCc2cccc3ccccc23)C[C@@]2(C(=O)OC)C1=C[C@H](C(C)(C)C)O[C@@H]2C	10
COC(=O)C1=C(C)N(Cc2ccccc2C(F)(F)F)C(=NCc2cccc(C(F)(F)F)c2)NC1c1ccc(C(F)(F)F)cc1 (configuration not stated)	24

Only part of the results is shown, so the mix of outcomes need not match the whole.
